# Furin inh = human furin inhibition. purified furin, fluorogenic substrate cleavage. inhibition, % at 30 µM. 0.061% of 220,000 active. AID 463115; in the data active = inhibition above about 25%; note: inactives centre near -15
# PERK inh = blocks human PERK kinase; Q9NZJ5; CHO PERK-DD fusion, SEAP luminescence translation reporter; inhibition, % at 5.6 µM; 0.17% of 220,000 active; AID 1416;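 active = inhibition above the mean inhibition of all tested compounds plus 3 SD, set separately per screening campaign, cut at about 2.9% in these data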;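 note: PERK kinase domain activated by AP20187 dimerizer at 100 nM; 0% = DMSO with dimerizer and 100% = rapamycin at 8.4 µM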
# Wee1 stabilizer = inhibitors of human Wee1 degradation; P30291; HeLa Luc-Wee1K328M stability, luciferase luminescence; 100% = proteasome inhibitor MG132 effect; reporter increase, % at 5 µM; 1.2% of 220,000 active; AID 1321;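 active = activation above the mean of all tested compounds plus 3 SD, set per screening run, cut at about 8.8% in these data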;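 note: cells exposed to compound for 20 h before luminescence read; 0% = DMSO alone and 100% = MG132 at 30 µM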
# p97 ATPase inh = human p97 ATPase inhibition; 0.42% of 220,000 active; inhibition, % at 8 µM; AID 1481; P55072; recombinant p97 ATPase, Kinase-Glo ATP luminescence, 3 h; in the data active = inhibition above about 15%;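 note: 0% = DMSO vehicle and 100% = wells lacking enzyme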
# Target sequence (P55072 whole entry, looked up): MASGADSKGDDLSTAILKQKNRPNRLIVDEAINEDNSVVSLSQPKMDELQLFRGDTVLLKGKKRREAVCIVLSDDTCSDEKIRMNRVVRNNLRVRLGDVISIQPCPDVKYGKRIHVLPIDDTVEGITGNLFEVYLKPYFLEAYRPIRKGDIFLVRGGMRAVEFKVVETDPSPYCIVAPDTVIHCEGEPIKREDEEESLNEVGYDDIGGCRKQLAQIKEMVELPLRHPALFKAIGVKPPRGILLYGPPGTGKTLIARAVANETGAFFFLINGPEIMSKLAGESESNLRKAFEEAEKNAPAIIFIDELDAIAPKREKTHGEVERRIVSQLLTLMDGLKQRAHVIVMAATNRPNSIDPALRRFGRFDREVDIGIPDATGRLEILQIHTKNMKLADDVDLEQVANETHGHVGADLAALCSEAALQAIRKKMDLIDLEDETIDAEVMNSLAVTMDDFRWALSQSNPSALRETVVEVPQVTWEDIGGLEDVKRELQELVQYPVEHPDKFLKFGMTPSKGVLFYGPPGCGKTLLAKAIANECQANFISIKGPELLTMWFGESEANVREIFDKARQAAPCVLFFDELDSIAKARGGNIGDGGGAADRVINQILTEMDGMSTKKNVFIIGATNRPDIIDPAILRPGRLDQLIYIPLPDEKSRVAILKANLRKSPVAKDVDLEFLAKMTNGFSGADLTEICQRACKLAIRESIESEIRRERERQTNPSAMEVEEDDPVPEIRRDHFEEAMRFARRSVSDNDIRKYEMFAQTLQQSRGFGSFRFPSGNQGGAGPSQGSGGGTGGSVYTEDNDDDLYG
# FXIIa inh 1536 = blocks human coagulation factor XIIa protease activity. P00748. purified FXIIa, Boc-QGR-AMC fluorogenic substrate, 2 h. inhibition, % at 5 µM. 0.3% of 220,000 active; in the data active = inhibition above about 40%;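 note: 0% = enzyme with no compound and 100% = blank without enzyme; many of its hits are not listed in these tables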
# KLK5 inh = inhibitors of human kallikrein 5; Q9Y337; recombinant hK5, fluorogenic AMC substrate cleavage; inhibition, % at 5 µM; 0.59% of 210,000 active; AID 873;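 active = inhibition of 40% or more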;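 note: 0% = enzyme controls without compound and 100% = no-enzyme blanks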
# Target sequence (Q9Y337 67-293 limits assumed): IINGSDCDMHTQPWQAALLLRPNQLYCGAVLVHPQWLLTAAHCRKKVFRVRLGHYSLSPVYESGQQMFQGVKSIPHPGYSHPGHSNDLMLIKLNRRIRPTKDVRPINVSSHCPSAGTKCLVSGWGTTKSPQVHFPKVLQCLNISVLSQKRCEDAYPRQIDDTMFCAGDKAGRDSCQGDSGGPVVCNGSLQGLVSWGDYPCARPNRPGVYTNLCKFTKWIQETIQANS
# Thrombin inh = inhibitors of human thrombin; 0.26% of 220,000 active; AID 1046; alpha-thrombin, Boc-VPR-AMC fluorogenic substrate cleavage; inhibition, % at 5 µM; P00734;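 active = inhibition at or above 40%; inactive = inhibition below 40%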;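 note: 0% = enzyme with no compound and 100% = wells without enzyme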
#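 System – human alpha-thrombin protein · Reagent – Boc-VPR-AMC substrate, 15 µM final · Compound – 5 µM single dose in 0.2% DMSO · Schedule – reaction at room temperature · Technique – AMC fluorescence at 355 nm excitation and 460 nm emission · Read-out basis – % inhibition relative to enzyme controls and enzyme-free blanks · Control set – no-compound enzyme wells and no-enzyme blanks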
# Cl transport mod = modulates chloride dependent transport by human KCC2. KCC2 cells, thallium flux FluoZin-2 fluorescence. B-score of Tl+ flux slope (higher = more flux/activation; lower = inhibition) at 10 µM. 2.2% of 190,000 active. AID 1456;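 active = thallium flux slope and its plate-corrected score both differing from the plate sample mean at a set confidence after two filtering rounds, in either direction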;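 note: slope of fluorescence scaled to starting intensity during 10 to 20 s after thallium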
# FXIa inh 1536 = blocks human coagulation factor XIa protease activity | AID 798 | P03951 | inhibition, % at 5 µM | 0.14% of 220,000 active | purified FXIa, Boc-Glu-Ala-Arg-AMC fluorogenic substrate;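 active = inhibition of at least 40%; inactive = inhibition below 40%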;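 note: fluorescence of freed AMC excited at 355 nm; 0% = enzyme without compound and 100% = no enzyme blank; many of its hits are not listed in these tables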
# Starred values were filed as active, the others as inactive; x = no result given; [ ] = another dose, or the depositor's remark. Hits appear at their usual frequency (roughly 4.4% active in at least one column).
SMILES,Furin inh,PERK inh,Wee1 stabilizer,p97 ATPase inh,FXIIa inh 1536,KLK5 inh,Thrombin inh,Cl transport mod,FXIa inh 1536
Cc1nn(-c2ccccc2)c(C)c1C(=O)OCC(N)=O,-26,0.2,-2,2,5,-9,-8,-0.71,-4
Cc1ccc(S(=O)(=O)N(C)Cc2ccc(C(=O)N/N=C3\CCCC(=O)C3)cc2)cc1,-11,0.5,0,1,1,-14,-10,-0.023,2
C/C(=N/NC(=O)CNC(=O)c1ccncc1)c1ccc(Cl)cc1,-10,0.3,1,4,5,3,-1,-0.13,3
CC(=O)N=Nc1[nH]c(N)c2ccccc12,-7,0.1,1,-2,10,4,1,-0.098,2
COC(=O)[C@@H](NC(=O)NC(C)CCc1ccccc1)C(C)C (stereo partly drawn),-22,-0.3,0,1,18,-4,-8,-0.81,5
CC(c1nccs1)N(C)C(=O)CCc1nnc(-c2ccc(-c3ccccc3)cc2)o1 (stereo not drawn),-10,0.0,0,-4,10,x,0,-2,0
CCOc1ccc(NC(=O)C2CCC(CNc3c(N4CCCCC4)c(=O)c3=O)CC2)cc1 (stereo not drawn),-13,0.1,-3,4,0,-4,-11,-0.18,-5
CCOc1ccccc1NC(=O)CC1SC(=N)N(c2ccccc2)C1=O (stereo not drawn),-24,-0.5,3,-1,-6,-8,-21,-0.065,-5
COc1cccc(OCc2cc(C3Nc4ccccc4C(=O)N3Cc3ccco3)ccc2OC)c1 (stereo not drawn),-13[20 µM],-1.1,-1,3,4,-12,-4,-0.37,15
COc1cccc(NC(=O)NC2CCCCC2C)c1 (stereo not drawn),-20,2.0,3,0,8,22,0,0.7,1
O=[N+]([O-])c1ccc2c(c1)N([O-])C1(CCCCC1)[N+]2=O,-9,-1.3,0,6,5,-1,-2,0.46,-2
CCOC(=O)C1=C(COC(=O)C2(C)CC2(Cl)Cl)NC(=O)NC1c1ccccc1 (stereo not drawn),-2,-0.8,1,-4,5,-9,-7,-0.64,12
CCC(=O)Nc1ccc(C(=O)c2ccccc2)cc1,-21,-0.3,-1,-4,15,4,5,x,7
CC(=O)NCC(=O)N(Cc1ccco1)C1(C(=O)NC2CCCC2)CCCCC1,-21,0.4,1,0,-1,-20,2,1.3,-6
CC(Sc1ncnc2sccc12)C(=O)Nc1ccc(C(N)=O)cc1 (stereo not drawn),-38,0.5,-2,5,5,-3,-4,0.11,-1
COCCCN1C(=O)C(=O)/C(=C(/O)c2ccc(OCC(C)C)cc2C)C1c1cccnc1 (stereo not drawn),-13[20 µM],0.4,-2,1,-8,-13,-1,-0.02,26
COc1cccc(C(=O)N2CCN=C2SCc2cccnc2)c1OC,-42,-1.3,-2,-3,16,-10,-3,-0.053,20
CCC(C)NC(=O)CN(c1ccc(OC)cc1)S(=O)(=O)c1ccc(NC(C)=O)cc1 (stereo not drawn),-25,0.1,3,5,4,3,-3,-0.021,-6
NC(=O)CSc1nccn1Cc1ccc(Cl)cc1,-14,-0.6,-2,-3,-4,-18,-5,1.6,-4
CC(C)C(=O)N1CCN(c2ccccc2NC(=O)c2cccc(Cl)c2)CC1,-6[20 µM],-1.1,-1,-3,13,-6,5,-1.2,2
COC(=O)c1sccc1NC(=O)CC1C(=O)NCCN1C(=O)Nc1ccc(C(F)(F)F)cc1 (stereo not drawn),-15,-0.6,0,2,4,3,-2,0.14,1
O=C1c2ccccc2NC(c2ccccc2)N1NS(=O)(=O)c1ccccc1 (stereo not drawn),-15,0.5,3,0,7,0,-11,-0.46,-3
O=C(/C=C/c1ccccc1)Nc1cccnc1Oc1ccccc1F,-10,-0.6,2,-10,11,-9,-2,-0.62,5
NC(CC(=O)O)c1ccc(F)cc1 (stereo not drawn),-19,2.0,-2,3,23,-4,1,0.15,20
Cc1ccc(OCC(=O)N(Cc2ccccc2)C(C)(C)C)c([N+](=O)[O-])n1,-14,-0.5,0,0,8,-14,-4,0.35,4
CCCOc1ccc(N2CC(C(=O)Nc3ccc(N4CCOCC4)cc3)CC2=O)cc1 (stereo not drawn),-14,0.5,2,0,9,3,-8,0.62,-2
Cc1ccc(S(=O)(=O)N2CCN(S(C)(=O)=O)C2c2ccccc2)cc1 (stereo not drawn),-27[20 µM],-0.2,-3,3,-10,1,-8,0.2,-4
CCN(CC)c1ncn(Cc2c(Cl)cccc2Cl)c2ncnc1-2,-9[20 µM],-0.3,0,-8,16,3,-3,-2.2,8
CC(Sc1nc2sc3c(c2c(=O)n1-c1ccccc1)CCCC3)C(=O)O (stereo not drawn),-10,1.9,2,4,10,4,2,0.015,2
CC1(C)O[C@@H]2C[C@H]3[C@@H]4C[C@H](F)C5=CC(=O)CC[C@]5(C)[C@H]4[C@@H](O)C[C@]3(C)[C@]2(C(=O)CO)O1,-13,2.2,1,4,3,-8,x,-0.0067,7
O=C(Nc1ccc(S(=O)(=O)N2CCOCC2)cc1)c1ccc([N+](=O)[O-])o1,-7,-2.0,3,3,8,1,-3,1.4,8
O=C(N/N=C/c1ccc(Br)cc1)c1cc[n+](Cc2ccccc2)cc1,-9,1.2,5,0,7,-2,4,-0.39,13
COc1ccc(NC(=O)Cn2cccc2)cc1Cl,-21,0.5,-3,4,3,-28,-3,-0.51,-1
CC(=O)Nc1sc(C)c(C)c1C(=O)OCC(=O)N(CC(C)C)C1CCS(=O)(=O)C1 (stereo not drawn),-27,-0.7,3,2,11,-11,-4,-1.1,2
CCOC(=O)C1(Cc2cccc(OC)c2)CCN(Cc2cnc(C)s2)CC1,-24,0.4,1,-1,4,x,-2,-1.1,-1
OCC(CO)(CO)NCc1ccc(-c2ccccc2)cc1,-31,0.8,-2,8,10,-9,-1,1.7,0
COC(=O)c1cc(OC)c(OC)cc1NC(=O)c1cnccn1,-12[20 µM],0.5,2,3,2,-16,-18,-0.17,-1
Nc1nnc(SC2CCCC2)s1,-17,1.5,4,9,13,-11,-3,0.0051,6
CCCN(CCC)S(=O)(=O)c1ccc(NC(=O)c2cc(C(=O)OC)cc([N+](=O)[O-])c2)cc1,-19,1.1,3,-1,18,1,0,0.33,-1
CC1C(=O)NN=C1C(=O)N/N=C/c1cccs1 (stereo not drawn),-4,0.7,-4,-5,-1,0,-23,1.2,-11
O=C(c1ccco1)c1n[nH]nc1-c1ccccc1,-19[20 µM],0.5,-2,4,4,-8,-3,0.45,3
CCCN1CCN(C(=O)Cn2ncc3ccccc32)CC1,-17,1.6,-4,4,5,1,-4,0.17,-3
CC(C)COC(=O)c1ccc(N2C(=O)c3ccccc3C2=O)cc1,-28,-0.1,0,-4,8,-3,11,0.029,-4
CCC(C)C(NC(=O)OCc1ccccc1)C(=O)OCN1C(=O)c2ccccc2C1=O (stereo not drawn),-10[20 µM],-0.5,-2,-3,17,17,-4,-2.1,-6
S=C(NC1CCCCC1)N1CCn2cccc2C1c1cccnc1 (stereo not drawn),-19,0.4,-2,4,2,-4,-12,-0.89,0
CCc1nnc(NS(=O)(=O)c2ccc(NC(=S)NC(=O)/C=C/c3ccc(OC)cc3)cc2)s1,-19,1.0,2,3,0,-4,-5,-1,3
C(=N\Nc1nc(N2CCOCC2)nc(N2CCOCC2)n1)/c1ccco1,-10,-0.2,0,18*,6,10,8,x,0
COCCCNC(=O)c1cn(CC(C)C)c(=O)c2c1c1ccccc1n2C,-7[20 µM],-1.1,1,-3,1,-11,-2,-0.75,-10
CN(C)/C=C(\C(=O)c1cccc(Cl)c1)c1nnnn1-c1ccccc1,-5,-0.1,-3,1,2,-4,-7,0.24,-4
O=C(Cc1cccs1)Nc1nnc(-c2ccncc2)s1,-15,0.3,-2,5,9,-2,-1,-0.061,6
O=C(NC1CC2CCCC(C1)N2Cc1ccccc1)C1CCCCC1 (stereo not drawn),-17,0.4,-2,-1,8,1,0,0.24,-1
COc1ccc(-c2cc(C3CCN(c4ncccc4[N+](=O)[O-])CC3)[nH]n2)cc1,-18[20 µM],-1.7,-1,-7,13,-13,5,x,-8
CC(C)(C)c1ccc(CN(Cc2ccco2)Cc2nnnn2C2CCCC2)cc1,-1[20 µM],0.0,-1,-5,11,-2,5,-1.8,1
O=S(=O)(Cc1ccc(Cl)cc1)Nc1ccc(Cl)cn1,-26,2.3,-1,5,4,x,-3,0.21,-1
CC(C)(C)NC(=O)C(=O)NNC(=O)c1cccc(F)c1,-6,0.0,2,-1,12,x,1,21*,5
CC1Cn2c(CCc3ccccc3)nnc2S1 (stereo not drawn),-27[20 µM],0.1,-3,-2,6,-9,-7,0.84,9
Cc1ccc(CCNC(=O)C2CCN(C(=O)N(C)C)CC2)cc1,-20[20 µM],0.7,-1,5,12,-5,-6,-0.49,2
O=C(NC(=S)Nc1ccc(Cl)cn1)C12CC3CC(CC(C3)C1)C2,-5,2.1,-3,2,0,-6,-15,1.4,-8
Cc1sc2ncnc(Sc3nc4ccccc4s3)c2c1C,-13,0.1,3,4,7,-12,1,3*,1
CC1CN(Cc2ccccc2Cl)CC(C)O1 (stereo not drawn),-6[20 µM],0.4,0,1,-9,-6,-7,0.22,-3

# Retrieved by structure from above:
SMILES,Furin inh,PERK inh,Wee1 stabilizer,p97 ATPase inh,FXIIa inh 1536,KLK5 inh,Thrombin inh,Cl transport mod,FXIa inh 1536
COCCCN1C(=O)C(=O)/C(=C(/O)c2ccc(OCC(C)C)cc2C)C1c1cccnc1 (stereo not drawn),-13[20 µM],0.4,-2,1,-8,-13,-1,-0.02,26
Nc1nnc(SC2CCCC2)s1,-17,1.5,4,9,13,-11,-3,0.0051,6
O=C(/C=C/c1ccccc1)Nc1cccnc1Oc1ccccc1F,-10,-0.6,2,-10,11,-9,-2,-0.62,5
CCc1nnc(NS(=O)(=O)c2ccc(NC(=S)NC(=O)/C=C/c3ccc(OC)cc3)cc2)s1,-19,1.0,2,3,0,-4,-5,-1,3

# Additional records:
SMILES,Furin inh,PERK inh,Wee1 stabilizer,p97 ATPase inh,FXIIa inh 1536,KLK5 inh,Thrombin inh,Cl transport mod,FXIa inh 1536
COc1ccc(C2C(C#N)=C(N)Oc3n[nH]c(C)c32)cc1Cn1nnc2ccccc21 (stereo not drawn),-31,0.1,-1,9,4,-2,-5,x,5
Cc1ccc(N2CC(=O)N(NC(=O)CN3CCN(c4ccccc4)CC3)CC2=O)cc1,-23,0.2,0,-1,2,4,-4,1.7,-15
O=C(NCCc1ccccc1)c1nc(-c2cccs2)no1,-19,0.4,0,0,6,-3,-5,-2.2,-2
N=c1ncn(CC(O)CN2CCOCC2)c2nc(N3CCOCC3)[nH]c12 (stereo not drawn),-13[20 µM],0.5,0,4,12,0,5,1.9,3
CCSc1ncnc2c1sc1nc3c(cc12)COC(C)(C)C3,-18,-0.7,4,-7,-2,-21,-8,1.1,-7
COc1ccccc1NC(=O)Nc1ccccc1Br,-26,0.7,-2,1,4,x,-2,-1.9,0
O=C1NC(c2ccc3c(c2)OCO3)Nc2ccccc21 (stereo not drawn),-12,1.7,11*,4,13,-19,1,x,0
NCCCS(=O)(=O)O,-7,1.6,-1,7,13,-13,-2,0.95,8
O=C1OC(/C=C/c2ccccc2)=NC/1=C\c1cccnc1,-14,0.5,2,1,11,1,-4,0.37,1
CCc1nnc(NC(=O)CSc2nnc(-c3ccc(O)cc3)n2C)s1,-9,0.9,2,1,5,-6,-13,0.31,-6
CCOc1cccc(C(=O)N(Cc2ccc(F)cc2)C2CCS(=O)(=O)C2)c1 (stereo not drawn),-11[20 µM],0.9,0,0,-8,1,1,1.4,-2

# Compound activity: PubChem, several laboratories
